TRPC4 act – TRPC4 (mouse) channel activation. actives 0.49% (n = 310,000). B-score at 10 µM. HEK293 TRPC4beta/mu-opioid, Fluo4 calcium fluorescence; stronger effect = higher value. Q9QUQ5. AID 2237;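 active = B-score above 5 SD of library B-scores, and initial fluorescence ratio not above library mean plus 5 SD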;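 note: positive B-score marks a calcium rise read as TRPC4 activation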
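Test system: HEK293 cells stably co-expressing mouse TRPC4beta and mu-opioid receptor | Schedule: Fluo4 dye loading 45 min at room temperature, 110 s recording | Measured by: Kinetic Fluo4 calcium fluorescence, 5 s baseline at 1 Hz | Evaluation: B score of integrated ratio | Controls: Buffer (low) and maximal DAMGO (high)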
KLF5 inhibitor – inhibitors of KLF5 expression | actives 0.23% (n = 290,000) | DLD-1 KLF5 promoter-luciferase reporter, luminescence | inhibition, % at 5 µM | AID 1700;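 active = inhibition above a per-plate limit of that plate's mean compound inhibition plus 3 SD, cut at about 60% in these data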;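 note: 0% = DMSO wells and 100% = LY294002 at 200 µM; higher means less KLF5 promoter-driven luciferase light; inactives centre near -14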
TRPC6 inh – inhibitors of mouse TRPC6 channel | Q61143 | HEK293-TRPC6, membrane potential dye, ACh-evoked depolarization; stronger effect = lower value | B-score at 10 µM | actives 1.1% (n = 310,000) | AID 2553;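 active = B-score under library mean minus 3 SD, initial fluorescence not abnormally high, positive integrated signal ratio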;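 note: B-score derived from integrated fluorescence ratio over the kinetic read; more negative B-score means stronger inhibition of depolarization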
Target sequence (Q61143 whole entry, looked up): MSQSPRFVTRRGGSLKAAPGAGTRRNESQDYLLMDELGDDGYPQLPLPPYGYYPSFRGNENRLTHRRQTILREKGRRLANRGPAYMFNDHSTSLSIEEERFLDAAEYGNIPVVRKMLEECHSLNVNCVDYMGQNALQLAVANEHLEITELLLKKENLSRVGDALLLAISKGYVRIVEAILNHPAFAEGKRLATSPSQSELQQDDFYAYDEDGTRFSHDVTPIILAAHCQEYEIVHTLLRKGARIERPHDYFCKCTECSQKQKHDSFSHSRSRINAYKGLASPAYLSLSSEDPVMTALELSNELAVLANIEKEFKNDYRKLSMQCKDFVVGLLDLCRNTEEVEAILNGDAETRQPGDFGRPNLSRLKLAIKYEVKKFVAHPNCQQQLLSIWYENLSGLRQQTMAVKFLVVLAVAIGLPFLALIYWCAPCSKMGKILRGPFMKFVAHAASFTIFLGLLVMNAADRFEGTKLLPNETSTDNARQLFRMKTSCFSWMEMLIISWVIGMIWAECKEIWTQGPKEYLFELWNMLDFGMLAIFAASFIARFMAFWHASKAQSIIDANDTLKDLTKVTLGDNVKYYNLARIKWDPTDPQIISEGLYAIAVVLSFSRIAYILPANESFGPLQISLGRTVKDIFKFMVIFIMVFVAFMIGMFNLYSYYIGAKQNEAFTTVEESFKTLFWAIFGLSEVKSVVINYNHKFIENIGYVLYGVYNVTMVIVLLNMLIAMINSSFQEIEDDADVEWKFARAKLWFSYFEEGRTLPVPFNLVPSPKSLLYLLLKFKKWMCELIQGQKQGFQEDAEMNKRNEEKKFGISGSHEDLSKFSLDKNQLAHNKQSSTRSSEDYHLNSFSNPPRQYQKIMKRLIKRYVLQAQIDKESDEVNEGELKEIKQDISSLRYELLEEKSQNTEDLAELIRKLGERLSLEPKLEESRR
aSyn 5UTR inh – MLPCN primary screen, SNCA 5' untranslated region. alpha-synuclein 5'UTR reporter, inhibitor activity. AID 1813. actives 0.82% (n = 300,000). inhibition, % (tested at 7.5 µM); in the data active = inhibition above about 60%;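 note: H4 neuroglioblastoma cells stably carrying SNCA 5'UTR luciferase fusion; 0% = DMSO wells and 100% = positive control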
TRPC4 inh – TRPC4 (mouse) channel inhibition. Q9QUQ5. HEK293 TRPC4beta/mu-opioid, DAMGO-evoked Fluo4 calcium flux; stronger effect = lower value. B-score at 10 µM. actives 0.39% (n = 300,000). AID 2247;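 active = B-score over 3 SD under the library average, no early fluorescence shift, positive overall ratio signal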
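test system = HEK293 cells with stable TRPC4beta plus mu-opioid receptor expression | detection = Fluo4 Ca2+ flux fluorescence | read-out = integrated fluorescence ratio relative to baseline, converted to per-well B score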
SKKanGAS inh – blocks kanamycin growth of S. pyogenes SKKanGAS strain; BacTiter-Glo, 6 h; actives 1.3% (n = 300,000); inhibition, % at 7.5 µM; AID 1662;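 active = mean replicate score, as percent of positive control median, at least 50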;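 note: strain carries kanamycin resistance gene driven by streptokinase promoter and grows in 40 µg/ml kanamycin; loss of luminescence reflects streptokinase promoter inhibition or plain growth inhibition; 0% = median of DMSO wells and 100% = positive control at its reference dose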
HIF act – HIF pathway transcriptional activation. U2OS HRE-luciferase reporter, luminescence; normalized: DMSO 0%, desferrioxamine 100%. activation, % at 7.5 µM (by protocol). actives 0.32% (n = 300,000);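 active = mean activation of at least 10% of the iron chelator positive control signal, with at least half of replicates also reaching 10%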
MrgX1 antag – human MrgX1 receptor antagonism, primary screen. Q96LB2. MRGX1-HEK293 calcium flux, Fluo-4, BAM8-22 antagonism; stronger effect = lower value. B-score at 10 µM. actives 1.3% (n = 310,000);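 active = calcium-response B-score plate-corrected more than 3 library SD below zero, starting fluorescence within 5 deviations, no agonist response on first addition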;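 note: peak minus trough fluorescence over baseline after final BAM8-22 challenge near maximal dose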
IEC-6 tox – counter-screen for KLF5 inhibitors: cytotoxicity in IEC-6 cells; IEC-6 cytotoxicity, luminescence viability; inhibition, % at 5 µM; actives 0.78% (n = 290,000); AID 1825; in the data active = inhibition above about 22%;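 note: 0% = plate median of test compound wells and 100% = cytotoxic reference compound wells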
TRPC4 potent – allosterically enhances the mouse TRPC4 cation channel; HEK293 TRPC4beta/mu-opioid, DAMGO EC20, Fluo-4 Ca2+ flux; stronger effect = higher value; B-score at 10 µM; actives 0.42% (n = 310,000); AID 2227;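 active = B-score of calcium response area above 5 SD of library B-scores, with initial fluorescence ratio within 5 SD of library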;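 note: B-score of integrated fluorescence ratio over time as area under calcium response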
TRPC6 act – activators of mouse TRPC6 channel; Q61143; actives 0.13% (n = 310,000); AID 2550; B-score at 10 µM; HEK293-TRPC6 membrane potential dye fluorescence; stronger effect = higher value;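 active = B-score of the integrated fluorescence ratio above library mean plus 3 SD, and starting fluorescence ratio within library mean plus 5 SD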;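 note: higher score means more depolarization so channel activation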
Active calls of the source: *; i = inactive; nt = no result given. This is a random part of the collection. Share with any hit: about 5.8%.

cpd	smiles	TRPC4 act	KLF5 inhibitor	TRPC6 inh	aSyn 5UTR inh	TRPC4 inh	SKKanGAS inh
1	CNS(=O)(=O)c1ccc(N=Cc2c(C)[nH]n(-c3ccc(C)cc3C)c2=O)cc1	i	-39	i	6	i	6
2	CCN(C(=O)COC(=O)c1cnc(C)cn1)C1CCCCC1	i	0	i	17	i	6
3	Cc1ccc2[nH]c(=O)c(CN(Cc3cccnc3)Cc3nnnn3CC3CCCO3)cc2c1 (stereo not drawn)	i	-25	i	24	i	1
4	CC(=O)c1ccc(OCc2ccc(Oc3c(Cl)cccc3[N+](=O)[O-])cc2)cc1	i	10	i	-5	i	11
5	CCCCCCCNC(=O)C1(CC2CC(c3cccc(Br)c3)=NO2)CCN(C(=O)CCCCCBr)CC1 (stereo not drawn)	i	nt	i	15	i	27
6	Cc1cc(C)c(NC(=O)CO/N=C2\CCCc3nonc32)c(C)c1	i	-22	i	10	i	-14
7	O=C(c1sc2cccc(Cl)c2c1Cl)N1CCN(CCc2ccccn2)CC1	i	3	i	22	i	-5
8	COc1cccc(-c2cc(-c3cccnc3)nc(N)c2C#N)c1	i	-21	i	8	i	2
9	COc1ccc(CNCC(C)NCc2ccc(OC)c(OC)c2)cc1OC (stereo not drawn)	i	-28	i	-11	i	-2
10	CN(C)S(=O)(=O)c1cccc(-c2csc(=Nc3ccccc3)n2CCCN2CCOCC2)c1	i	-18	i	17	i	-7

cpd	HIF act	MrgX1 antag	IEC-6 tox	TRPC4 potent	TRPC6 act
1	0.0	i	3	i	i
2	-0.1	i	0	i	i
3	0.4	i	4	i	i
4	0.7	i	3	i	i
5	-2.8	i	nt	i	i
6	0.1	i	-4	i	i
7	0.0	i	2	i	i
8	-0.8	i	6	i	i
9	1.5	i	-6	i	i
10	-1.3	i	4	i	i

Additional records
cpd	smiles	TRPC4 act	KLF5 inhibitor	TRPC6 inh	aSyn 5UTR inh	TRPC4 inh	SKKanGAS inh
11	CCCCN(Cc1ccccc1)C(=O)c1cnc2n(c1=O)CCS2	i	-37	i	7	i	-3
12	CCc1c(C)c2c(C)nn(-c3ccccc3)c2oc1=O	i	-2	i	9	i	24
13	CSc1sc(C)cc1/C=N/O	i	1	i	5	i	3
14	CC(=O)c1cccc(NC(=O)c2ccc3c(c2)C(=O)N(Cc2cccnc2)C3=O)c1	i	-20	i	-6	i	-2
15	COc1cccc(CC(CC(=O)O)C(=O)Nc2cc(C)ccc2C)c1 (stereo not drawn)	i	-5	i	-5	i	-2
16	O=C(CN(c1ccc(F)cc1)S(=O)(=O)c1ccccc1)NCCSC1CCCCC1	i	-11	i	20	i	-10
17	CN(C)S(=O)(=O)c1ccc(C(=O)OC2CCOC2=O)cc1 (stereo not drawn)	i	-11	i	15	i	-6
18	NC(=O)CSc1nnc(-c2cccnc2)n1Cc1ccccc1	i	-5	i	20	i	4
19	O=C(CSC1=NS(=O)(=O)c2cc(Cl)ccc2N1)Nc1cccc(F)c1	i	nt	i	1	i	10
20	O=S(=O)(c1ccccc1)N1CCN(S(=O)(=O)N2CCCCCC2)CC1	i	-10	i	0	i	1

cpd	HIF act	MrgX1 antag	IEC-6 tox	TRPC4 potent	TRPC6 act
11	-0.3	i	1	i	i
12	-39	i	2	i	i
13	-0.1	i	0	i	i
14	0.0	i	-6	i	i
15	-0.6	i	4	i	i
16	-0.6	i	-4	i	i
17	-0.6	i	2	i	i
18	0.3	i	-1	i	i
19	-1.3	i	nt	i	i
20	-0.5	i	-2	i	i

More results:
cpd	smiles	TRPC4 act	KLF5 inhibitor	TRPC6 inh	aSyn 5UTR inh	TRPC4 inh	SKKanGAS inh
21	CCc1noc(C)c1C(=O)N1CCCC(N2CCN(c3ccc(F)cc3)CC2)C1 (stereo not drawn)	i	18	i	15	i	-5
22	CC(=O)Nc1nnc(C2=COCCO2)o1	i	-15	i	0	i	-2
23	CSc1ccccc1OCc1cc(C(=O)N(C)CC2COCCO2)no1 (stereo not drawn)	i	-39	i	-83	i	1
24	COc1cc(OC)cc(C(=O)Nc2ccc(S(=O)(=O)Nc3cc(C)on3)cc2)c1	i	-15	i	31	i	24
25	CC(C)(C)OC(=O)N1CCC(Cc2cc(-c3ccccc3)no2)(C(=O)O)CC1	i	-5	i	1	i	2
26	COc1ccc(CC(=O)NC(=S)Nc2ccc(S(N)(=O)=O)cc2)cc1	i	12	i	21	i	1
27	O=C(Cn1cnc2cc([N+](=O)[O-])ccc2c1=O)Nc1ccc2c(c1)CCC2	i	-24	i	16	i	-13
28	CCCc1nc(SCC(=O)NC2CCCC2)c2ccccc2n1	i	-10	i	-7	i	1
29	CC(=O)Nc1ccc(S(=O)(=O)NC2(C(F)(F)F)NC(=O)N(C3CCCC3)C2=O)cc1 (stereo not drawn)	i	-15	i	30	i	-2
30	CCOC(=O)CC(NC(=O)c1ccc(C)cc1)c1ccc(OC)cc1 (stereo not drawn)	i	-30	i	-10	i	9

cpd	HIF act	MrgX1 antag	IEC-6 tox	TRPC4 potent	TRPC6 act
21	-0.4	i	-3	i	i
22	-0.6	i	0	i	i
23	2.1	i	11	i	i
24	0.2	i	5	i	i
25	-7.0	i	3	i	i
26	-0.6	i	-2	i	i
27	-0.1	i	2	i	i
28	-0.2	i	-2	i	i
29	-0.1	i	-5	i	i
30	0.8	i	-3	i	i

Next section.
cpd	smiles	TRPC4 act	KLF5 inhibitor	TRPC6 inh	aSyn 5UTR inh	TRPC4 inh	SKKanGAS inh
31	CC(C)NC(=O)N1CCC(n2nccc2NC(=O)CCOc2ccccc2)CC1	i	-20	i	-1	i	6
32	Cc1ccc(CNC(=O)CN2C(=O)NC(C)(c3cccc(Br)c3)C2=O)cc1 (stereo not drawn)	i	-33	i	21	i	6
33	COc1ccc2nc(NC(=O)CCNS(=O)(=O)c3ccc4c(c3)oc(=O)n4C)sc2c1	i	-22	i	-14	i	-2
34	O=C(NC(=S)Nc1cccc(C(F)(F)F)c1)c1csnn1	i	3	i	-17	i	6
35	Cn1c2ccccc2c2nnc(NN)nc21	i	-24	i	19	i	7
36	COc1ccc(CCNC(=O)c2cc(-c3ccccc3)on2)cc1OC	i	-38	i	-5	i	-1
37	Cc1ccc(NC(=O)CCC(=O)Nc2ccc(C)cc2)cc1	i	-13	i	14	i	-10
38	COCCOc1cc(NC(=O)c2ccccc2)c(Cl)cc1Cl	i	-30	i	-27	i	-1
39	CCC(C)n1cnc2c(c1=O)c1nc3ccccc3nc1n2Cc1ccc(OC)cc1 (stereo not drawn)	i	-1	i	30	i	17
40	NC(=O)c1cccnc1Oc1cccc(Cl)c1	i	-3	i	-17	i	-2

cpd	HIF act	MrgX1 antag	IEC-6 tox	TRPC4 potent	TRPC6 act
31	-0.1	i	-7	i	i
32	-0.2	i	0	i	i
33	0.6	i	-1	i	i
34	-0.2	i	2	i	i
35	-0.6	i	2	i	i
36	nt	i	2	i	i
37	-0.7	i	8	i	i
38	-0.3	i	3	i	i
39	-0.5	i	-3	i	i
40	0.2	i	3	i	i

Record cards, as listed above. Order of values: TRPC4 act	KLF5 inhibitor	TRPC6 inh	aSyn 5UTR inh	TRPC4 inh	SKKanGAS inh	HIF act	MrgX1 antag	IEC-6 tox	TRPC4 potent	TRPC6 act
`O=C(NC(=S)Nc1cccc(C(F)(F)F)c1)c1csnn1` is entered as i	3	i	-17	i	6	-0.2	i	2	i	i
`COc1ccc2nc(NC(=O)CCNS(=O)(=O)c3ccc4c(c3)oc(=O)n4C)sc2c1` is entered as i	-22	i	-14	i	-2	0.6	i	-1	i	i
`COc1ccc(CCNC(=O)c2cc(-c3ccccc3)on2)cc1OC` is entered as i	-38	i	-5	i	-1	nt	i	2	i	i

More compounds follow:
cpd	smiles	TRPC4 act	KLF5 inhibitor	TRPC6 inh	aSyn 5UTR inh	TRPC4 inh	SKKanGAS inh
41	CC(C)(C)C(=O)N1CCN(C(=O)c2ccco2)CC1	i	-9	i	2	i	2
42	C[C@@]12CCC=C[C@H]1[C@H](c1ccc(F)c(/C=C/c3ccccc3)c1)N(Cc1ccccc1)C2=O	i	nt	i	22	i	27
43	COc1ccc(C)cc1NC(=O)CSc1ccc(-c2ccco2)nn1	i	-20	i	-4	i	-5
44	Cc1sc2nc(CN3CCN(S(=O)(=O)c4cccc5nonc45)CC3)[nH]c(=O)c2c1C	i	-18	i	6	i	-2
45	COC(=O)c1cc(NC(=O)Cc2ccccc2[N+](=O)[O-])ccc1Cl	i	-12	i	-22	i	-1
46	COC(=O)c1c(NC(=O)COC(=O)[C@@H](NS(=O)(=O)c2ccccc2)C(C)C)sc2c1CCC2	i	-5	i	2	i	38
47	Fc1ccc(-c2cc3nc4c(c(N5CCOCC5)n3n2)CCCC4)cc1	i	-140	i	7	i	-1
48	CCOC(=O)c1csc(NC(=O)c2ccc(OCC)cc2)n1	i	20	i	21	i	-13
49	COc1ccc(-c2cc(C(=O)O)c3ccccc3n2)c(OC)c1	i	-17	i	2	i	2
50	O=C(Nc1ccc(S(=O)(=O)Nc2ncccn2)cc1)c1ccc(Cl)c([N+](=O)[O-])c1	i	-28	i	-17	i	3
51	CCOC(=O)C1=C(C)NC(C)=C(C(=O)OCC)C1c1nc2ccccc2[nH]1	i	14	i	8	i	-2
52	CCn1cc(C(=O)NN)c(=O)c2cc(F)c(N3CCOCC3)cc21	i	-40	i	13	i	4
53	CCOc1ccccc1CNC(=O)C1CCN(C(=O)N2CC(C)Oc3ccc(C)cc32)CC1 (stereo not drawn)	i	-2	i	2	i	5

cpd	HIF act	MrgX1 antag	IEC-6 tox	TRPC4 potent	TRPC6 act
41	-0.4	i	-6	i	i
42	0.0	i	nt	i	i
43	-0.1	i	8	i	i
44	-2.5	i	0	i	i
45	-0.8	i	1	i	i
46	-0.7	i	-7	i	i
47	1.2	i	3	i	i
48	-0.2	i	0	i	i
49	-0.3	i	1	i	i
50	-0.1	i	-1	i	i
51	-0.8	i	1	i	i
52	-0.2	i	5	i	i
53	-0.1	i	4	i	i

Assay outcomes as filed in PubChem.
